Screening results deposited in PubChem by several laboratories.
SKKanGAS inh: SKKanGAS growth inhibition; 1.3% of 300,000 active; AID 1662; S. pyogenes SKKanGAS, kanamycin growth, BacTiter-Glo, 6 h; inhibition, % at 7.5 µM;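 active = mean replicate score, as percent of positive control median, at least 50; inconclusive = mean below 50 but one replicate at or above 50; inactive = mean and every replicate below 50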;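 also: strain carries kanamycin resistance gene driven by streptokinase promoter and grows in 40 µg/ml kanamycin; loss of luminescence reflects streptokinase promoter inhibition or plain growth inhibition; 0% = median of DMSO wells and 100% = positive control at its reference dose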
KLF5 inhibitor: inhibitors of KLF5 expression; inhibition, % at 5 µM; 0.23% of 290,000 active; DLD-1 KLF5 promoter-luciferase reporter, luminescence;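 active = inhibition above a per-plate limit of that plate's mean compound inhibition plus 3 SD, cut at about 60% in these data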;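 also: 0% = DMSO wells and 100% = LY294002 at 200 µM; higher means less KLF5 promoter-driven luciferase light; inactives centre near -14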
IEC-6 tox: IEC-6 cytotoxicity, counter-screen for KLF5 inhibitors. luminescence viability. inhibition, % at 5 µM. 0.78% of 290,000 active. AID 1825; in the data active = inhibition above about 22%;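 also: 0% = plate median of test compound wells and 100% = cytotoxic reference compound wells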
TRPC6 inhibitor: inhibitors of mouse TRPC6 channel; 1.1% of 310,000 active; HEK293-TRPC6, membrane potential dye, ACh-evoked depolarization; stronger effect = lower value; Q61143; B-score at 10 µM;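 active = B-score under library mean minus 3 SD, initial fluorescence not abnormally high, positive integrated signal ratio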;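 also: B-score derived from integrated fluorescence ratio over the kinetic read; more negative B-score means stronger inhibition of depolarization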
Target sequence (Q61143 whole entry, looked up): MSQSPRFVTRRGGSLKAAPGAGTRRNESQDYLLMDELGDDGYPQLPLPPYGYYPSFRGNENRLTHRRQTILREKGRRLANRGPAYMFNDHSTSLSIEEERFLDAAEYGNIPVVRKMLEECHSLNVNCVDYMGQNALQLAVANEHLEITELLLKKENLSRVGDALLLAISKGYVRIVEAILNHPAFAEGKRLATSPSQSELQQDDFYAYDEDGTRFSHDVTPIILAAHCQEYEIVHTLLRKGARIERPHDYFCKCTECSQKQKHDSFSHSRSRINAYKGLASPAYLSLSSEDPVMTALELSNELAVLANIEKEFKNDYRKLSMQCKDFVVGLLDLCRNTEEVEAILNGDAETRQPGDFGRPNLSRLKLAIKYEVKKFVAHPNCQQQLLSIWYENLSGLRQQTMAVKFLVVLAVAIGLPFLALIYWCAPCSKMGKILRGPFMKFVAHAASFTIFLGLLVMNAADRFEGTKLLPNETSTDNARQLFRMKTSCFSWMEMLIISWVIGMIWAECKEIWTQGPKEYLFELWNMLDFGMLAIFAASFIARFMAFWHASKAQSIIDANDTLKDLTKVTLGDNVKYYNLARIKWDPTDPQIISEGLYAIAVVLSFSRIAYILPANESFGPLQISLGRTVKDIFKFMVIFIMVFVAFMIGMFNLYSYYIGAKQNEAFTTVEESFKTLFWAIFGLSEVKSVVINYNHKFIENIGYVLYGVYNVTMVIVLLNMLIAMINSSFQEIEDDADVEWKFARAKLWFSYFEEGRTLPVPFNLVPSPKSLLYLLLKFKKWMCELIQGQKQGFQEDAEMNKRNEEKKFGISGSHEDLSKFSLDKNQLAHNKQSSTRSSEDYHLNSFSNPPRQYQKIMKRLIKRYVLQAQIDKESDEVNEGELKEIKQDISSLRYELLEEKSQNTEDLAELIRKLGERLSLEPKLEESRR
MrgX1 antag: blocks BAM8-22 activation of human MrgX1 receptor. Q96LB2. B-score at 10 µM. AID 588676. 1.3% of 310,000 active. MRGX1-HEK293 calcium flux, Fluo-4, BAM8-22 antagonism; stronger effect = lower value;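 active = calcium-response B-score plate-corrected more than 3 library SD below zero, starting fluorescence within 5 deviations, no agonist response on first addition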;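 also: peak minus trough fluorescence over baseline after final BAM8-22 challenge near maximal dose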
HIF activator: HIF pathway transcriptional activation; U2OS HRE-luciferase reporter, luminescence; normalized: DMSO 0%, desferrioxamine 100%; activation, % at 7.5 µM (by protocol); 0.32% of 300,000 active; AID 1910;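 active = mean activation of at least 10% of the iron chelator positive control signal, with at least half of replicates also reaching 10%; inconclusive = mean and replicate majority disagree about reaching 10%; inactive = mean and most replicates under 10%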
TRPC4 agonist: activators of mouse TRPC4 channel | HEK293 TRPC4beta/mu-opioid, Fluo4 calcium fluorescence; stronger effect = higher value | B-score at 10 µM | 0.49% of 310,000 active;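 active = B-score above 5 SD of library B-scores, and initial fluorescence ratio not above library mean plus 5 SD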;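 also: positive B-score marks a calcium rise read as TRPC4 activation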
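Assay system – TRPC4beta and mu-opioid receptor HEK293 stable cells · Measured by – Fluo4 fluorescence, kinetic · Schedule – dye loading 45 min room temperature, 110 s kinetic read · Read-out – B-scored integrated calcium fluorescence ratio · Controls – buffer and maximal DAMGO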
aSyn 5UTR inh: MLPCN primary screen, SNCA 5' untranslated region | alpha-synuclein 5'UTR reporter, inhibitor activity | inhibition, % (tested at 7.5 µM) | 0.82% of 300,000 active; in the data active = inhibition above about 60%; inconclusive = no clear call, values can overlap the other calls;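 also: H4 neuroglioblastoma cells stably carrying SNCA 5'UTR luciferase fusion; 0% = DMSO wells and 100% = positive control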
TRPC6 activator: activates the mouse TRPC6 cation channel | AID 2550 | Q61143 | HEK293-TRPC6 membrane potential dye fluorescence; stronger effect = higher value | 0.13% of 310,000 active | B-score at 10 µM;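 active = B-score of the integrated fluorescence ratio above library mean plus 3 SD, and starting fluorescence ratio within library mean plus 5 SD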;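 also: higher score means more depolarization so channel activation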
TRPC4 inh: TRPC4 (mouse) channel inhibition. HEK293 TRPC4beta/mu-opioid, DAMGO-evoked Fluo4 calcium flux; stronger effect = lower value. B-score at 10 µM. 0.39% of 300,000 active. AID 2247;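 active = B-score over 3 SD under the library average, no early fluorescence shift, positive overall ratio signal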
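Assay system – HEK293 line stably carrying TRPC4beta and mu-opioid receptor · Doses – single dose · Detection – Fluo4 calcium-dye fluorescence, kinetic read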
TRPC4 PAM: allosterically enhances the mouse TRPC4 cation channel; Q9QUQ5; HEK293 TRPC4beta/mu-opioid, DAMGO EC20, Fluo-4 Ca2+ flux; stronger effect = higher value; B-score at 10 µM; 0.42% of 310,000 active; AID 2227;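 active = B-score of calcium response area above 5 SD of library B-scores, with initial fluorescence ratio within 5 SD of library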;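 also: B-score of integrated fluorescence ratio over time as area under calcium response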
Starred values were filed as active, the others as inactive; i = inactive; ? = inconclusive; nt = no result given.

SMILES	SKKanGAS inh	KLF5 inhibitor	IEC-6 tox	TRPC6 inhibitor	MrgX1 antag	HIF activator	TRPC4 agonist	aSyn 5UTR inh	TRPC6 activator	TRPC4 inh	TRPC4 PAM
CCOc1ccc(/C=N/NC(=O)c2cc3c(OC)cc(OC)c(OC)c3[nH]2)cc1	0	-5	7	i	i	-25	i	-78	i	i	i
c1ccc(N2CCCCC2)c(Nc2nc3ccccc3n3cnnc23)c1	8	-1	1	i	i	-0.7	i	45	i	i	i
O=C(OC(C(=O)NCc1ccco1)C(OC(=O)c1ccccc1)C(=O)NCc1ccco1)c1ccccc1 (stereo not drawn)	3	-7	0	i	i	0.0	i	15	i	i	i
Nn1c(COc2ccccc2F)nnc1SCC(=O)NC1CCS(=O)(=O)C1 (stereo not drawn)	-6	nt	nt	i	i	-0.4	i	9	i	i	i
Cc1ccccc1S(=O)(=O)Cc1ccc(C(=O)NCCN(Cc2ccccc2)C(C)C)o1	0	-3	-11	i	i	0.2	i	-21	i	i	i
NNC(=O)c1oc2nc(-c3ccccc3)cc(-c3ccco3)c2c1N	20	-7	-2	i	i	-0.8	i	-8	i	i	i
Cc1occc1C(=O)N1CCCC(N2CCN(c3cccc(Cl)c3)CC2)C1 (stereo not drawn)	-2	-22	4	i	i	0.5	i	-5	i	i	i
CCCCNC(=S)NNC(=O)c1csc(C)c1CC	-3	-17	1	i	i	-0.2	i	6	i	i	i
COc1ccc(NC(=S)NC(NC(=O)c2cccc3ccccc23)C(Cl)(Cl)Cl)c([N+](=O)[O-])c1 (stereo not drawn)	13	-35	-7	i	i	0.0	i	-1	i	i	i
O=C(COc1ccccc1Cl)NCCNC(=O)c1ccccn1	1	-19	0	i	i	0.0	i	-3	i	i	i
COc1ccc(NS(=O)(=O)c2cc3c(cc2C)NC(=O)CO3)c(OC)c1	-3	-29	-5	i	-4.9*	0.0	i	20	i	i	i
Cc1cc(C(=O)CN2C(=O)NC3(CCCc4sccc43)C2=O)c(C)n1-c1ccccc1 (stereo not drawn)	1	-17	-16	i	i	1.0	i	-54	i	i	i
O=C(OCCCCN1C(=O)c2ccccc2C1=O)c1n[nH]c2ccccc12	4	-21	-7	i	i	-0.2	i	-10	i	i	i
Cn1c(CO)cnc1SCC(=O)c1ccc(Cl)cc1	-4	5	5	i	i	0.0	i	-15	i	i	i
CCCCCCCCCc1nc2sc3c(c2c(=O)n1NC(=O)c1ccc([N+](=O)[O-])cc1)CC(C)(C)OC3	64*	-25	-6	i	i	-0.5	i	18	i	i	i
Cc1nc2cc(Cl)ccc2c(=O)n1Cc1ccncc1	-8	-46	4	i	i	2.7	i	-1	i	i	i
N#CCC(=O)Nc1ccc(C(=O)OCC(=O)c2ccc3c(c2)OCO3)cc1	-12	nt	nt	i	i	2.1	i	-89	i	i	i
CC(C)OC(=O)Nc1ccc2c(c1)N(C(=O)CCN1CCOCC1)c1ccccc1CC2	-5	-19	0	i	i	0.7	i	-14	i	i	i
N#C/C(=C(/O)COC(=O)COc1ccc(Cl)cc1)c1nc2ccccc2[nH]1	0	-4	3	i	i	0.3	i	-24	i	i	i
CNc1nc(OC)nc(N2CCOCC2)n1	-9	2	5	i	i	-0.2	i	33	i	i	i
CCn1ccnc1CN(C)C(=O)c1ccc(OC2CCN(CCc3ccccc3)CC2)cc1	0	2	-3	i	i	0.5	i	-9	i	i	i
CC1(C)CC(=O)C(Sc2nnc(-c3ccc(O)cc3)n2CC2CCCO2)C(=O)C1 (stereo not drawn)	0	-25	-9	i	i	0.1	i	-7	i	i	i
Cc1cc(S(=O)(=O)n2cnc3ccccc32)c(C)cc1Cl	2	-28	1	i	i	0.2	i	15	i	i	i
Cc1cc(Br)ccc1OCCCCN1CCCCC1	-9	-35	1	i	i	-0.1	i	6	i	i	i
COc1ccc(N=C2S/C(=C\c3ccc(N4CCOCC4)o3)C(=O)N2CCc2c[nH]c3ccccc23)cc1	59*	-7	-6	i	-7.1*	-3.7	i	-113	i	i	i
Cc1cccc(N/N=C(\C(N)=O)C2=NC(C)(C)Cc3ccccc32)c1	-6	-22	16	i	i	-0.4	i	?	i	i	14*
CC(Oc1cccc(Cl)c1)C(=O)Nc1cc(S(=O)(=O)N2CCOCC2)ccc1N1CCCC1 (stereo not drawn)	-2	nt	nt	i	i	-0.1	i	12	i	i	i
CC(C)(C)NC(=O)CN(C(=O)C1(C)CC(=O)N=C2C=CC=CN21)C1CCCC1 (stereo not drawn)	-5	-19	0	i	i	0.1	i	-7	i	i	i
Cc1c(NC2(C#N)CCCCC2)c(=O)n(-c2ccccc2)n1C	-3	-27	-2	i	i	-0.7	i	-17	i	i	i
CCCC(=O)Nc1cc(C(=O)O)ccc1Sc1ccc(C)cc1	3	-22	2	i	i	-0.8	i	5	i	i	i
CCOC(=O)C1(C(F)(F)F)N=C(C(F)(F)F)Nc2ccc(F)cc21 (stereo not drawn)	1	-3	2	i	i	1.4	i	-11	i	i	i
CC(=O)NCCOC(=O)Nc1sc(=S)n(C)c1C	0	-20	-1	i	i	0.3	i	10	i	i	i
COc1ccc(/C=C/C=C2\N=C(SC)SC2=O)cc1	4	-15	-4	i	i	0.4	i	-48	i	i	i
CCc1c(C)c2ccc(OC(C)C(=O)NC(Cc3c[nH]c4ccc(O)cc34)C(=O)O)c(C)c2oc1=O (stereo not drawn)	1	-12	-3	i	i	0.3	i	6	i	i	i
c1ccc2c(Cn3nnc4ccccc43)cccc2c1	-6	-18	2	i	i	-0.2	i	-14	i	i	i
Cc1ccc2nc3c(c(C(=O)O)c2c1)CCC3	-7	-11	-3	i	i	-0.2	i	18	i	i	i
CC(C)OP(=O)(OC(C)C)C(Nc1ccc([N+](=O)[O-])cc1)c1cccc([N+](=O)[O-])c1 (stereo not drawn)	-4	-2	4	i	i	-0.9	i	-31	i	i	i
Cc1c(C(=O)O)sc2nc(-c3cccs3)cc(C(F)(F)F)c12	35	-1	0	i	i	-0.1	i	25	i	i	i
CCN(CC)c1ccc(C(=O)N/N=C/c2ccccc2OC(F)F)cc1	9	-49	-4	i	i	0.3	i	-22	i	i	i
Clc1cc(/C=N\NC2=NCCN2)cc(Cl)n1	-2	nt	nt	i	i	-0.1	i	-26	i	i	18*

Quoted from the results shown for reference:
SMILES	SKKanGAS inh	KLF5 inhibitor	IEC-6 tox	TRPC6 inhibitor	MrgX1 antag	HIF activator	TRPC4 agonist	aSyn 5UTR inh	TRPC6 activator	TRPC4 inh	TRPC4 PAM
CC(C)(C)NC(=O)CN(C(=O)C1(C)CC(=O)N=C2C=CC=CN21)C1CCCC1 (stereo not drawn)	-5	-19	0	i	i	0.1	i	-7	i	i	i
Cc1c(NC2(C#N)CCCCC2)c(=O)n(-c2ccccc2)n1C	-3	-27	-2	i	i	-0.7	i	-17	i	i	i
CCCC(=O)Nc1cc(C(=O)O)ccc1Sc1ccc(C)cc1	3	-22	2	i	i	-0.8	i	5	i	i	i
CCOC(=O)C1(C(F)(F)F)N=C(C(F)(F)F)Nc2ccc(F)cc21 (stereo not drawn)	1	-3	2	i	i	1.4	i	-11	i	i	i
CC(=O)NCCOC(=O)Nc1sc(=S)n(C)c1C	0	-20	-1	i	i	0.3	i	10	i	i	i
COc1ccc(/C=C/C=C2\N=C(SC)SC2=O)cc1	4	-15	-4	i	i	0.4	i	-48	i	i	i
CCc1c(C)c2ccc(OC(C)C(=O)NC(Cc3c[nH]c4ccc(O)cc34)C(=O)O)c(C)c2oc1=O (stereo not drawn)	1	-12	-3	i	i	0.3	i	6	i	i	i
c1ccc2c(Cn3nnc4ccccc43)cccc2c1	-6	-18	2	i	i	-0.2	i	-14	i	i	i
Cc1ccc2nc3c(c(C(=O)O)c2c1)CCC3	-7	-11	-3	i	i	-0.2	i	18	i	i	i
CC(C)OP(=O)(OC(C)C)C(Nc1ccc([N+](=O)[O-])cc1)c1cccc([N+](=O)[O-])c1 (stereo not drawn)	-4	-2	4	i	i	-0.9	i	-31	i	i	i
Cc1c(C(=O)O)sc2nc(-c3cccs3)cc(C(F)(F)F)c12	35	-1	0	i	i	-0.1	i	25	i	i	i
CCN(CC)c1ccc(C(=O)N/N=C/c2ccccc2OC(F)F)cc1	9	-49	-4	i	i	0.3	i	-22	i	i	i
Clc1cc(/C=N\NC2=NCCN2)cc(Cl)n1	-2	nt	nt	i	i	-0.1	i	-26	i	i	18*

(listing goes on)
SMILES	SKKanGAS inh	KLF5 inhibitor	IEC-6 tox	TRPC6 inhibitor	MrgX1 antag	HIF activator	TRPC4 agonist	aSyn 5UTR inh	TRPC6 activator	TRPC4 inh	TRPC4 PAM
COc1ccc(C(=O)Nc2ccc(-c3nnn(CC(=O)NCc4ccco4)n3)cc2)cc1	-9	1	9	i	i	-0.4	i	-13	i	i	i
CC1C(=O)OC(c2ccc(Br)cc2)C(C)(C)C1=O (stereo not drawn)	0	-10	3	i	i	-0.8	i	10	i	i	i
CC(=O)NC(=S)Nc1ccc(NC(=O)COc2ccc(C(C)C)cc2)cc1	-3	12	-4	i	i	-0.1	i	-46	i	i	i
O=C(NNC1CC(=O)N(c2ccc(Br)cc2)C1=O)c1ccco1 (stereo not drawn)	-1	-15	-9	i	i	0.3	i	-6	i	i	i
O=C(O)CCCN=Cc1c(O)c2ccccc2oc1=O	4	-12	-4	i	i	-0.4	i	36	i	i	i
CCOC(=O)c1cc(-c2ccc(/C=C3/C(=O)NC(=O)C(C#N)=C3C)o2)ccc1Cl	-5	-52	-5	i	i	-0.2	i	0	i	i	i
COc1cc(CN(C)Cc2cc(=O)n3ccsc3n2)ccc1OC(F)F	8	-2	2	i	i	-1.0	i	30	i	i	i
Cc1ccc(OCCCC(=O)Nc2ccccc2C(F)(F)F)cc1	-6	-26	-8	i	i	-1.8	i	5	i	i	i
COc1cc(S(=O)(=O)N(Cc2cccs2)C2CC2)ccc1-n1cnnn1	-13	-1	-5	i	i	0.0	i	8	i	i	i
CC(C)CC(=O)NC(=S)Nc1ccccc1F	-15	-13	-3	i	i	2.0	i	-28	i	i	i
Cc1ccsc1/C=N/n1cnc2sc(C)c(C)c2c1=O	1	-5	-6	i	i	3.0	i	-101	i	i	i
Cc1cc(N2CCOCC2)nc2ccc(NC(=S)NCCN(C)C)cc12	-2	-22	3	i	i	-19	i	-6	i	i	i
